Screening results as filed in PubChem BioAssay.
ROC1-CUL1 inh: human ROC1-CUL1 E3 ligase inhibition. 140,000 compounds, 0.6% hits. in vitro K48 di-Ub FRET, acceptor:donor ratio, 45 min. AID 1347404. inhibition, % at 10 µM; in the data active = inhibition above about 25%
Target sequence (P62877 whole entry, looked up): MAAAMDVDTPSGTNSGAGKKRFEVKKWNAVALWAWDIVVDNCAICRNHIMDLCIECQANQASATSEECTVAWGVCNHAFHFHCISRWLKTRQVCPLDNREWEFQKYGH
Target sequence (Q13616 whole entry, looked up): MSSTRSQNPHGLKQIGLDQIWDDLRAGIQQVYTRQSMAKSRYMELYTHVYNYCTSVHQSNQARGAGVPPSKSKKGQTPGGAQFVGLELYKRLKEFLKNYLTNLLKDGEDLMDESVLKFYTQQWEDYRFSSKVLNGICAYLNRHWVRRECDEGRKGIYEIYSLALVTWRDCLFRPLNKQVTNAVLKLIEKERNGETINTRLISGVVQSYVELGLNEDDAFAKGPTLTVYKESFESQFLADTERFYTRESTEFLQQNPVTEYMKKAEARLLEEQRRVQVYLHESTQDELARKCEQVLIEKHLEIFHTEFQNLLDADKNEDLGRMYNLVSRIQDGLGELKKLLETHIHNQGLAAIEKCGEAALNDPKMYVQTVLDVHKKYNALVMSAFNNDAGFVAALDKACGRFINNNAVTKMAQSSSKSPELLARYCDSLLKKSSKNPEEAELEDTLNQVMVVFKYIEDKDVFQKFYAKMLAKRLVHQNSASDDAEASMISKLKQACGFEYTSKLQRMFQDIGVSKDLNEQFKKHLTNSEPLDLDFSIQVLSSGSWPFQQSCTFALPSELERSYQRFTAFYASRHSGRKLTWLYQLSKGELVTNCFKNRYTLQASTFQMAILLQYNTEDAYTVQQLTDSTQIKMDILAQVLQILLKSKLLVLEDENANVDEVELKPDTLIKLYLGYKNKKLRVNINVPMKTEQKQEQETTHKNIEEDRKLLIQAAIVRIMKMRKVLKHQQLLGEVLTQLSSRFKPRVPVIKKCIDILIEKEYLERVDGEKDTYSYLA
* hit, by the source's call; & = joins results of further samples.

ROC1-CUL1 inh	Compound
-5.4	CN(CCc1cn[nH]c1)Cc1nc(-c2ccc(Cl)cc2)no1
2.6	CCc1c(C)c2cc3c(C)coc3c(C)c2oc1=O
-14.8	CCN(CC)CCN(C(=O)c1ccco1)c1nc2c(C)c(C)ccc2s1
-7.7	CCCC(=O)Nc1c(C(C)C)cccc1C(C)C
-2.3	N#Cc1c(NC(=S)NC(=O)c2ccccc2)sc2c1CCN(Cc1ccccc1)C2
-4.9	CCN(CC)CC(=O)N1CCCC(N2CCN(c3ccc(F)cc3)CC2)C1 (configuration not stated)
-5.1	CC(C)C(=O)NC1=NC2=NC(C)C(C)N(C(=O)c3ccc[n+](Cc4ccccc4)c3)C2C(=O)N1 (configuration not stated)
-2.7	CCCCCOC(=O)C1C(C)=NC2=C(C(=O)CC(c3ccc(OC)cc3)C2)C1c1cc(OC)ccc1OC (configuration not stated)
2.0	COc1cccc(C(=O)Nc2ccc3nc(SCc4ccc(C)cc4)sc3c2)c1
-3.3	OC[C@@H]1CCCN1Cc1nc(-c2cccc(Cl)c2)no1
2.5	Cc1nc(N2CCCC(NCc3cccs3)CC2)nc2ccc(F)cc12 (configuration not stated)
-6.8	c1ccc(-c2cnc(-c3ccc(-c4ncc(-c5ccccc5)o4)nc3)o2)cc1
-10.4	CC(C)c1ccc(OC(=O)c2cc(-c3ccc(Cl)cc3)on2)cc1
5.6	Cc1cccc(C)c1Oc1ncccc1CNc1ccc(C(N)=O)cn1
5.0	CC(C)C1(C)NC(=S)N(c2ccccc2)N1 (configuration not stated)
-0.5	CCOC(=O)c1nc2ccccc2n(C)c1=O
-3.1	CNCc1cn(CC2CCCN(C(=O)NCc3ccco3)C2)nn1 (configuration not stated)
1.6	CCn1c(C)c(C)c2cc(C(=O)NCc3ccc(OC(C)C)cc3)ccc21
-4.8	Nc1[nH]c(=S)[nH]c(=O)c1N=Cc1ccccc1
9.9	CN(C)c1ccccc1C(O)c1ccccc1 (configuration not stated)
-6.6&1.6	COc1c(Cl)cc(Cl)cc1/C=C(\C#N)c1nc(-c2ccc(Cl)cc2)cs1
6.3	Cc1ccc(-n2cnc3c(sc4nc5c(cc43)CCCC5)c2=O)cc1
2.3	Cc1ccc(C2=C/C(=C\c3c(Cl)cccc3Cl)C(=O)O2)cc1
-4.3	CCOC(=O)c1c(C)nn(C)c1N
-1.2	CCn1c(C)nn(Cc2ccc(Cl)c(Cl)c2)c1=O

Four records drawn at random from the list so far, as already listed:
ROC1-CUL1 inh	Compound
2.5	Cc1nc(N2CCCC(NCc3cccs3)CC2)nc2ccc(F)cc12 (configuration not stated)
-0.5	CCOC(=O)c1nc2ccccc2n(C)c1=O
5.6	Cc1cccc(C)c1Oc1ncccc1CNc1ccc(C(N)=O)cn1
-4.8	Nc1[nH]c(=S)[nH]c(=O)c1N=Cc1ccccc1

Later entries
ROC1-CUL1 inh	Compound
-2.2	CCOc1ccccc1N(C)C(=O)c1nn(-c2ccc(C)cc2)c(=O)c2c1c1ccccc1n2C
2.0	COc1ccc(CCC(=O)Nc2cccc(Cl)c2)cc1
5.7	CCc1ccc(-c2[nH]c3c(c2-c2c(-n4cccc4)n(C)c(=O)n(C)c2=O)c(=O)n(C)c(=O)n3C)cc1
3.9	Clc1cccc(Nc2nc(N3CCOCC3)nc(-n3cccn3)n2)c1
-4.8	O=C(C1=NN(c2ccccc2)C2(S1)S/C(=C\c1ccccc1)C(=O)N2c1ccccc1)c1cccs1 (configuration not stated)
8.7	N#CC1C(=N)OC2=C(C(=O)CCC2)C1c1ccc([N+](=O)[O-])o1 (configuration not stated)
-3.4	CCC(C)NC(=O)c1ccc(Br)cc1 (configuration not stated)
1.8	CCOc1ccc(NC(=O)c2oc(=O)c3ccccc3c2-c2ccc(C)cc2)cc1
-6.9	CC(C)(C)C(=O)Nc1ccc(Sc2ccc([N+](=O)[O-])cc2)cc1
-4.0	Cc1cccn2c(=O)c3cc(C(=O)NCc4ccccc4Cl)sc3nc12
4.1	C=CC[C@@H]1CC=C[C@@H](C)N1C(=O)c1cc(Cn2c(C)nc3ccccc32)[nH]n1
-3.4	CCC(=O)N1CCN(CCN=CC2C(=O)CC(c3ccccc3)CC2=O)CC1 (configuration not stated)
-1.9	Cc1sc(NC(=O)CSc2nnc(-c3ccc(Cl)cc3)o2)c(C#N)c1C
-4.0	CC(Oc1ccccc1)C(=O)NC1CCCCC1 (configuration not stated)
-4.4	COc1cc2c(=O)n(CCC(=O)NCC3CCCO3)c(=O)n(CC(=O)Nc3ccc(F)cc3)c2cc1OC (configuration not stated)
3.6	CC(C)CCOc1ccc(C2=N/C(=C/c3ccc(OC(F)F)cc3)C(=O)O2)cc1
-1.6	CCOC(=O)Cn1c(=O)n(C2CCCCC2)c2nc(-c3ccccc3Cl)nc(C(N)=O)c21
0.2	COCCS(=O)(=O)c1ncc(CN2CCC[C@H]2CO)n1Cc1ccccc1
0.8	CCOC(=O)c1cc(N)cc([N+](=O)[O-])c1
2.6	COc1ccccc1C1(CC(=O)N2CCCC(C(=O)c3ccccc3)C2)CC(=O)N(C)C1=O (configuration not stated)
-6.8	Cc1cc(C)n(-c2nc3cc(Cl)c(Cl)cc3nc2Nc2c(C)cccc2C)n1
-2.0	C[n+]1oc(-c2ccccc2)cc1/C=C/c1ccccc1
1.3	Cc1ccc(S(=O)(=O)c2cc3cc(C(=O)O)ccc3oc2=O)cc1
-0.8	CCOc1ccc(-c2cc(NC(=O)Nc3ccc(Cl)cc3)c(C(=O)OC)s2)cc1
-1.5	O=c1c2c3c(sc2nc(SCCc2ccccc2)n1-c1ccccc1)CN(Cc1ccccc1)CC3

Continued (two carried over from the part before).
ROC1-CUL1 inh	Compound
-0.8	CCOc1ccc(-c2cc(NC(=O)Nc3ccc(Cl)cc3)c(C(=O)OC)s2)cc1
-1.5	O=c1c2c3c(sc2nc(SCCc2ccccc2)n1-c1ccccc1)CN(Cc1ccccc1)CC3
1.4	Cc1ccc(NC(=O)CSc2nccn2Cc2ccc3c(c2)OCO3)c(C)c1
-6.6	COc1ccc(NC(=O)CSc2nc(C)cc(C)c2C(=O)Nc2cccc(C)c2)cc1
-6.4	Cc1ccc(Cl)cc1NC(=O)c1nc(C)c(C)nc1C(=O)OC(C)C
1.2	Cc1ccc(S(=O)(=O)c2nc(-c3cccs3)oc2NCCCN(C)C)cc1
4.0	O=C(COC(=O)C1CCN(S(=O)(=O)c2cccc3cccnc23)CC1)c1ccc(F)cc1
6.2	COc1ccc(-n2c(C)cc(C(=O)CSc3nnc4cc(C)c5ccccc5n34)c2C)cc1
3.7	Cc1ccc(-n2c(Cc3ccccc3)nnc2SCC(=O)Nc2ccccc2C(F)(F)F)cc1
6.3	CC(C)c1ccccc1OCC(=O)N1CCN(c2ncccn2)CC1
-8.0	O=C1NC(=O)N(c2ccc(F)cc2)C2=NC(c3ccc(F)cc3)=NC(C(F)(F)F)(C(F)(F)F)C12 (configuration not stated)
10.5	CCN(CC)C1C=NN(c2ccccc2)C(=O)C1=N (configuration not stated)
5.3	Cc1ccccc1C(=O)NC(NCc1ccco1)C(Cl)(Cl)Cl (configuration not stated)
0.1	CCOc1ccc(C2C3=C(N=c4s/c(=C/c5ccccc5I)c(=O)n42)c2ccccc2CC3)cc1 (configuration not stated)
7.5	O=C(c1cn(Cc2cccc(Cl)c2)nn1)N1CCCCC1CO (configuration not stated)
-4.5	COc1ccc(-n2c3c(cc(-c4nc(-c5ccc(Cl)cc5)cs4)c2=O)C(=O)CC(C)(C)C3)cc1Cl
-5.0	C=CCOc1ccccc1NC(=O)c1ccccc1OCC
-7.0	CN1CCN(C2=Cc3ccccc3Sc3cc(C(F)(F)F)c(Cl)cc32)CC1
3.4	COCCN1CCN(Cc2c(C(=O)N3CCCCC3)nc3c(C)cccn23)CC1
-1.3	CC(=O)N1c2ccc(S(=O)(=O)N3CCCCCC3)cc2CC1C(=O)NCc1ccc(Cl)cc1 (configuration not stated)
-9.3	O=C(Nc1ccc(OC(F)(F)F)cc1)N1CCN(c2ccc(F)cc2)CC1
-2.5	Cc1ccccc1N1CC(c2nnc(NC(=O)c3ccco3)s2)CC1=O (configuration not stated)
-9.7	CCCC1(C2CCN(C(=O)c3ccc(F)cc3F)CC2)NC(=O)N(CCc2ccccn2)C1=O (configuration not stated)
4.0	O=C(CCC1(Cc2ccco2)CCC(=O)N1)NCc1cccc(F)c1 (configuration not stated)
-3.6	CCOCCCNC(=O)c1cn(CC(C)C)c(=O)c2c1c1ccccc1n2C
-5.2	COC(=O)CCC(=O)Nc1ccc(Br)c(Cl)c1
3.3	COc1ccc2c(c1)c1c(c(=O)n(CCc3ccccc3)c(=O)n1Cc1ccc(F)cc1)n2C

Single entries from above.
`Cc1ccc(S(=O)(=O)c2nc(-c3cccs3)oc2NCCCN(C)C)cc1` in ROC1-CUL1 inh shows 1.2
`COCCN1CCN(Cc2c(C(=O)N3CCCCC3)nc3c(C)cccn23)CC1` in ROC1-CUL1 inh shows 3.4
`CCN(CC)C1C=NN(c2ccccc2)C(=O)C1=N` (configuration not stated) in ROC1-CUL1 inh shows 10.5

The results go on.
ROC1-CUL1 inh	Compound
4.1	CCC1Cn2c(nc3c2c(=O)n(C)c(=O)n3C)O1 (configuration not stated)
4.6	CCCC1=Nc2cc(-c3cccc(Br)c3)nn2C(=O)C1
1.2	O=[N+]([O-])c1cc(-c2nc(-c3ccccc3)no2)ccc1N1CCOCC1
8.9	COc1ccccc1-c1coc2cc(OCc3cccc(C)c3)ccc2c1=O
0.5	O=C1CC(c2ccc(F)cc2)C2=C(CCCC2=O)N1 (configuration not stated)
5.8	Cc1nn(Cc2ccccc2Cl)c(C)c1NC(=O)c1nn(C23CC4CC(CC(C4)C2)C3)cc1Br
-3.5	CSc1ccc(CNC(=O)C2CCCN(S(=O)(=O)N(C)c3ccc(F)cc3)C2)cc1 (configuration not stated)
0.8	COc1cccc(OCc2nc(C(=O)NCc3nc(C)cs3)co2)c1
0.4	CCCCNC(=O)C12CCC(C)(C(=O)C1Br)C2(C)C (configuration not stated)
0.3	CC(C)Sc1nc(SC(C)C)c2c3c(sc2n1)COC(C)(C)C3
-4.0	O=C(NCc1ccc(F)cc1)c1ccc2c(c1)N(Cc1ccc(F)cc1Cl)C(=O)CS2
-3.0	CC(=O)Nc1ccc(S(=O)(=O)N=C2SCCN2S(=O)(=O)c2ccc(NC(C)=O)cc2)cc1
1.4	COc1cc(O)c(CCC(=O)c2ccc(OC)c(OC)c2)c(OC)c1
-2.0	COc1cccc(-c2n[nH]c3c2CN(C2CCSCC2)CC3)c1
13.9	CCOCCn1c(=O)c2c(nc3n(C)c(C)cn23)n(C)c1=O
-10.7	Cn1cc(C(=O)NCc2ccccc2)c(=O)c2cc(S(=O)(=O)N3CCCCCC3)ccc21
6.5	CC(NC(=O)c1cc(Cl)cc([N+](=O)[O-])c1N)C(=O)NN (configuration not stated)
-9.6	Nc1sccc1C(=O)c1ccccc1Cl
5.1	Cc1ccc(S(=O)(=O)Nc2cccc(Cl)c2)cc1C(N)=O
5.6	CC(C)(CO)CNCc1c(C(=O)N2CCCCCCC2)nc2ccc(Cl)cn12
7.9	CCCn1c(=O)c2c(nc3n2CC(C)=NN3C)n(C)c1=O
3.7	Cc1c(C(=O)O)cccc1-c1ccc(/C=C2\SC(=O)N(CC(=O)N3CCOCC3)C2=O)o1
-9.8	COc1ccc(C(=S)N2C(=O)CCC2=O)cc1
11.4	CCCN1CNC(=S)N(C2CCCCC2)C1
14.2	Cc1cccc(CNC(=O)C2CCC(=O)N(C3CC3)C2)n1 (configuration not stated)

Sorted by the number under ROC1-CUL1 inh (low to high): three of the compounds above
ROC1-CUL1 inh	Compound
-4.0	O=C(NCc1ccc(F)cc1)c1ccc2c(c1)N(Cc1ccc(F)cc1Cl)C(=O)CS2
1.2	O=[N+]([O-])c1cc(-c2nc(-c3ccccc3)no2)ccc1N1CCOCC1
8.9	COc1ccccc1-c1coc2cc(OCc3cccc(C)c3)ccc2c1=O

(continued)
ROC1-CUL1 inh	Compound
0.4	CCOc1cc(C2C3=C(CCCC3=O)OC3=C2C(=O)CCC3)cc(Br)c1OCC(=O)Nc1ccc(C)c(Cl)c1
-9.7	CN(C)c1ccc(NC(=O)Cn2c(SCc3ccccc3F)nc3cccnc32)cc1
5.4	CCOC(=O)c1ccc(NC(=O)CCc2c(C)nc3cc(-c4ccc(OC)cc4OC)nn3c2C)cc1
14.1	COc1ccc(C(=O)CCc2ccc(OC)c(OC)c2)cc1
-8.0	Cc1nn(CCC(=O)Nc2cccc(C#N)c2)c(C)c1S(=O)(=O)N1CCC(C)CC1
-2.0	COCc1cc(CN2CCc3[nH]nc(-c4cccc(F)c4)c3C2)ccc1OC
-0.2	CC(=O)CC(C)(C)Nc1ccccc1
1.3	CCN(C(=O)c1cc(S(=O)(=O)N2CCc3ccccc32)cn1C)c1cccc(C)c1
-6.7	O=C1C2C3c4ccccc4C(c4ccccc43)C2C(=O)N1CN(C(=O)C(F)(F)F)c1ccc(Cl)c(Cl)c1 (configuration not stated)
3.2	Cc1ccc(C(=O)Nc2nc(-c3nnn(-c4cccc(C(F)(F)F)c4)c3C)ns2)cc1
6.0	Cc1cccc(CN(CC(=O)N/N=C/c2ccco2)S(=O)(=O)c2ccc(Cl)cc2)c1
3.1	O=C(CSCc1ccc(Cl)cc1Cl)Nc1ccc(O)cc1C(=O)O
12.4	CCOC(=O)c1ccc(N=Cc2cccc(O)c2O)cc1
2.6	Cc1cc(C)c(NC(=S)NC(=O)CC(C)C)c(C)c1
4.4	COc1cccc(C(=O)Oc2ccc(/C=C3/C(=N)N4C=C(C)SC4=NC3=O)cc2)c1
3.9	O=C(c1ccncc1)N1CCN(c2ccc(Cl)c(Cl)c2)CC1
1.9	FC(F)(F)c1cccc(Oc2ncccc2CNCc2ncc[nH]2)c1
-5.7	COCc1cc(C)nc2sc3c(=O)n(-c4cc(C)ccc4C)nnc3c12
4.2	COc1cccc(CC(C2CCN(C(=O)CCn3nc(C)cc3C)CC2)N(C)Cc2ccccn2)c1 (configuration not stated)
3.1	COc1ccc(-n2nc3c(n2)/C(=N/O)CCC3)cc1
0.5	CCN1CCCC1CNC(=O)CCC1CCN(C(=O)C2CCOCC2)CC1 (configuration not stated)
7.0	COc1cccc(-n2c(SCC(=O)Nc3cc(C)ccc3C)nc3c(oc4ccccc43)c2=O)c1
-13.7	CN(Cc1cccnc1)C(=O)c1coc(COc2cccc(C(F)(F)F)c2)n1
4.1	CCCN1C(=O)/C(=C\c2cc(C)n(-c3ccc(C)cn3)c2C)C(=O)N(c2ccccc2)C1=S
-1.9	COC(=O)c1c(NC(=O)c2nn(C)cc2[N+](=O)[O-])sc2c1CCC(C(C)(C)C)C2 (configuration not stated)

Not all compounds are listed; count on the stated rates, not on these rows.
